Assay outcomes as filed in PubChem.
TMEM16A inh: blocks the mouse calcium-activated chloride channel TMEM16A; 310,000 tested, 1.2% active; normalized B-score (activity score, 25-100; higher = stronger inhibition) at 10 µM; HEK293 TMEM16A/YFP iodide influx fluorescence, ionomycin;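 active = ratio plate-corrected score three or more library SD toward inhibition, starting fluorescence score within five deviations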;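 note: score derived from kinetic fluorescence span divided by baseline fluorescence per well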
ANO1 activ: activates or potentiates the mouse TMEM16A chloride channel. Q8BHY3. HEK293 TMEM16A/YFP-H148Q/I152L, iodide quench fluorescence; hits give low values. 340,000 tested, 0.3% active. B-score at 10 µM;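 active = fluorescence-ratio B-score plate-corrected deviation score at least 3 library SD below zero, with starting fluorescence score within 5 deviations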;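 note: channel opened by trigger with iodide after compound preincubation; score built on the fluorescence ratio of max minus min over baseline; more negative score means more quench and so TMEM16A activation or potentiation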
MrgX1 agonist: agonists of human MrgX1 receptor; MrgX1-HEK293 cells, Fluo-4 calcium fluorescence, agonist mode; hits give high values; B-score at 10 µM; 310,000 tested, 0.44% active; AID 588627;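 active = calcium response B-score plate-corrected fluorescence ratio at least 3 library SD, with starting fluorescence B-score inside 5 SD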
Target sequence (Q96LB2 whole entry, looked up): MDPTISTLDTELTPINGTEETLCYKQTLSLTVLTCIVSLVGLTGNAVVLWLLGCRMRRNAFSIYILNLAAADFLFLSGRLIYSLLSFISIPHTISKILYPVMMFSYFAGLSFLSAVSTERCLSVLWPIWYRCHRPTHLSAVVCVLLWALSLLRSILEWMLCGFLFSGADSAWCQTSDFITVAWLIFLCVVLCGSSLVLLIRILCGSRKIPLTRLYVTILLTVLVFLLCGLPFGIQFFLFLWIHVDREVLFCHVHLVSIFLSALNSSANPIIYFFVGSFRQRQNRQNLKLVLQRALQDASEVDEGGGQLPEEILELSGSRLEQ
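Material: HEK293 cells stably expressing human MrgX1 receptor | Quantity: 15,000 cells per well | Times: Cells plated overnight, dye loaded 0.5 h 37 °C, 0.5 h room temperature | Measured by: Kinetic Fluo-4 NW fluorescence of intracellular calcium | Control set: Positive and negative controls per plate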
TRPC6 act: activators of mouse TRPC6 channel | Q61143 | HEK293-TRPC6 membrane potential dye fluorescence; hits give high values | B-score at 10 µM | 310,000 tested, 0.13% active | AID 2550;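 active = B-score of the integrated fluorescence ratio above library mean plus 3 SD, and starting fluorescence ratio within library mean plus 5 SD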;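 note: higher score means more depolarization so channel activation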
MrgX1 antagonist: antagonists of human MrgX1 receptor; Q96LB2; MRGX1-HEK293 calcium flux, Fluo-4, BAM8-22 antagonism; hits give low values; B-score at 10 µM; 310,000 tested, 1.3% active; AID 588676;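 active = calcium-response B-score plate-corrected more than 3 library SD below zero, starting fluorescence within 5 deviations, no agonist response on first addition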;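 note: peak minus trough fluorescence over baseline after final BAM8-22 challenge near maximal dose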
RGS4 inh: inhibitors of human RGS4; P49798; HEK293 M3R/RGS4 inducible, Fluo-4 calcium flux; hits give high values; triggered by carbachol at its EC20; B-score at 10 µM; 310,000 tested, 0.45% active; AID 463165;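 active = B-score, a plate-corrected calcium signal, over three deviations above library mean, with baseline fluorescence within five deviations of library mean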;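 note: RGS4 expression induced by doxycycline in cells with stable M3 receptor; B-score is computed from the integrated fluorescence ratio over baseline after carbachol; higher B-score means a larger calcium signal and so more RGS4 inhibition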
Target sequence (P49798 whole entry, looked up): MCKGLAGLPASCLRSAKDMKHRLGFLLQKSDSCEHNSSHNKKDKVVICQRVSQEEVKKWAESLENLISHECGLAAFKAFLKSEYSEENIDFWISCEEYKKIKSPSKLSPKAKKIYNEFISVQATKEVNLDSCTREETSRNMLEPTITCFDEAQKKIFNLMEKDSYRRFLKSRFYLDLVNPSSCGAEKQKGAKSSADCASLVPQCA
HDAC3 inh: inhibitors of human histone deacetylase 3; O15379; recombinant HDAC3, fluorogenic peptide/trypsin coupled, fluorescence; inhibition, % at 8.3 µM; 320,000 tested, 0.15% active; in the data active = inhibition above about 26%, passing the limit was not always enough
Target sequence (O15379 whole entry, looked up): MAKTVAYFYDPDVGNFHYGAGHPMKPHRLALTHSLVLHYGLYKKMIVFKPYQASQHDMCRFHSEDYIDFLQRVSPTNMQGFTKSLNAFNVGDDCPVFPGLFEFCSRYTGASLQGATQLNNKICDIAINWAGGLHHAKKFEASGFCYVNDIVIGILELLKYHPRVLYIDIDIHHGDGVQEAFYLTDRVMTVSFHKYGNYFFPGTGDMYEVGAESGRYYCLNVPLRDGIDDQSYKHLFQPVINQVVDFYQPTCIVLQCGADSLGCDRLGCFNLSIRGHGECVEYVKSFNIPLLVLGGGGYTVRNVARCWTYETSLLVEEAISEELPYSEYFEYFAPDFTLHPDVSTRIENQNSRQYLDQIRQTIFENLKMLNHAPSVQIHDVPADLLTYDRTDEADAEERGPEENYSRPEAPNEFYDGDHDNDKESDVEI
TRPC6 inh: blocks the mouse TRPC6 cation channel; HEK293-TRPC6, membrane potential dye, ACh-evoked depolarization; hits give low values; B-score at 10 µM; 310,000 tested, 1.1% active;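 active = B-score under library mean minus 3 SD, initial fluorescence not abnormally high, positive integrated signal ratio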;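 note: B-score derived from integrated fluorescence ratio over the kinetic read; more negative B-score means stronger inhibition of depolarization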
SKKanGAS inh: SKKanGAS growth inhibition; S. pyogenes SKKanGAS, kanamycin growth, BacTiter-Glo, 6 h; inhibition, % at 7.5 µM; 300,000 tested, 1.3% active; AID 1662;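 active = mean replicate score, as percent of positive control median, at least 50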;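 note: strain carries kanamycin resistance gene driven by streptokinase promoter and grows in 40 µg/ml kanamycin; loss of luminescence reflects streptokinase promoter inhibition or plain growth inhibition; 0% = median of DMSO wells and 100% = positive control at its reference dose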
MrgX1 PAM: allosterically activates human MrgX1 receptor signaling; Q96LB2; MrgX1-HEK293, Fluo-4 calcium flux, FDSS; hits give high values; B-score at 10 µM; 310,000 tested, 0.63% active; AID 588675;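 active = plate-corrected calcium response at least 3 library SD above typical, normal starting fluorescence, not activating the receptor alone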;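 note: compound read alongside a low EC10 to EC30 dose of BAM8-22 agonist; peak minus trough fluorescence over baseline measured at the second addition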
RGS4 act: RGS4 potentiation or activation. HEK293 M3R/inducible RGS4, carbachol calcium flux Fluo4; hits give low values. B-score at 10 µM. 310,000 tested, 0.92% active. AID 463111;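 active = B-score of the integrated calcium signal more than 4 SD below the library mean, with starting fluorescence not abnormally high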;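 note: negative B-score means reduced calcium response which marks RGS4 activation or potentiation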
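System – HEK293 FlpIn-TREx cells, stable M3R, doxycycline-inducible RGS4 · Reagent – ECmax carbachol challenge · Times – compound preincubation 20 min at room temperature before agonist · Technique – Fluo4 fluorescence kinetic imaging of calcium · Measure – B score of integrated Fluo4 ratio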
Numbers without * were called inactive; i = inactive; nt = not tested or not shown.

SMILES	TMEM16A inh	ANO1 activ	MrgX1 agonist	TRPC6 act	MrgX1 antagonist	RGS4 inh	HDAC3 inh	TRPC6 inh	SKKanGAS inh	MrgX1 PAM	RGS4 act
C=CCN(CC=C)C(=O)Nc1cc(OC)ccc1OC	i	i	i	i	i	i	2	i	-4	i	i
COc1ccc(NC(=O)C2=C(C)NC(=O)NC2c2cccc(OC)c2OC)c(OC)c1 (stereo unspecified)	i	i	i	i	i	i	3	i	5	i	i
O=C(N/N=C/c1c[nH]c2ccccc12)c1cccc([N+](=O)[O-])c1	i	i	i	i	i	i	7	i	-2	i	i
C=C1N(c2cccc(Cl)c2)C(=O)OC1(C)C	i	i	i	i	i	i	-2	i	-3	i	i
CCCCNC(=O)CCc1c(C)nc2nc(-c3cc(OC)cc(OC)c3)nn2c1C	i	i	i	i	i	i	5	i	0	i	i
CCOC(=O)CNC(=O)CCNS(=O)(=O)c1ccc2c(c1)c(=O)n(C)c(=O)n2C	i	i	i	i	i	i	-3	i	-5	i	i
COc1ccc(N2C(=O)CC(c3cc(OC)c(OC)c(OC)c3)CC2=O)cc1	i	i	i	i	i	i	-2	i	-1	i	i
Cc1ccc(/C(=N/Nc2nc3ccccc3s2)C2=C(O)c3ccccc3C2=O)cc1	i	i	i	i	i	i	2	i	57*	i	i
O=C(Nc1cccc(F)c1)C1CCN(C(=O)c2ccccc2Cl)CC1	i	i	i	i	i	i	6	i	-2	i	i
O=[N+]([O-])c1nn(-c2ccc(Cl)cc2)n(O)c1=NCc1cccnc1	i	i	i	i	i	i	7	i	-2	i	i
O=C(Nc1ccncc1)C1CC1c1ccccc1 (stereo unspecified)	i	i	i	i	i	i	2	i	-4	i	i
CCOC(=O)c1cc([N+](=O)[O-])c([N+](=O)[O-])cc1NC(C)=O	i	i	i	i	i	i	7	i	-1	i	i
COC(=O)c1ccc(Cn2nc(C)c([N+](=O)[O-])c2C)o1	i	i	i	i	i	i	1	i	-11	i	i
COc1cccc(NC(=O)CSc2nc3ccccc3n2C)c1	i	i	i	i	i	i	1	i	-6	i	i
COc1ccc(/C=C/C(=O)N2CC(C)OC(C)C2)cc1OC (stereo unspecified)	i	i	i	i	i	i	3	i	2	i	i
COc1ccc(CC(=O)NNC(=O)Cc2ccc(OC)cc2)cc1	i	nt	i	i	i	i	-2	i	-5	i	i
CC(C)(C)OC(=O)NCCCC[C@H](NC(=O)c1[nH]cnc1C(=O)Nc1ccccc1)C(=O)OC(C)(C)C	i	i	i	i	i	i	37*	i	34	i	i
CC(c1ccco1)N(Cc1ccco1)C(=O)Nc1ccccc1 (stereo unspecified)	i	i	i	i	i	i	-1	i	8	i	i
O=C(O)/C=C/C(=O)Nc1ccc(Oc2ncnc3cc(Cl)ccc23)nc1	i	nt	i	i	i	i	2	i	-5	i	i
O=C(NC1CCCCC1)C(c1ccccn1)N(C(=O)Cc1cccs1)c1ccc(Cl)cc1 (stereo unspecified)	i	i	37*	i	i	i	-2	-6.9*	6	i	i
CCOC(=O)/C(C)=N/NC(=O)c1ccc([N+](=O)[O-])cc1	i	i	i	i	i	i	-2	i	1	i	i
CC(C)(C)NC(=O)NC(=O)CN1c2cccc3cccc(c23)S1(=O)=O	i	i	i	i	i	i	-2	i	4	i	i
COc1cc(/C=N/NC(=O)CCN2CCN(C(c3ccccc3)c3ccccc3)CC2)ccc1O	i	i	i	i	i	i	4	i	-6	i	i
N#Cc1c(Nc2ccccc2)sc(C(=O)c2ccc(F)cc2)c1N	i	i	i	i	i	i	nt	i	-3	i	i
CCOc1ccc(N(CC(=O)NC2CCCC(C)C2C)S(=O)(=O)c2c(C)noc2C)cc1 (stereo unspecified)	i	i	i	i	i	i	-1	i	0	i	i
CC(C)CNC(=O)COC(=O)c1cc(Cl)cc(Cl)c1N	i	i	i	i	i	i	-1	i	12	i	i
O=C(NC1CCN(C(=O)Nc2cccc(Cl)c2)CC1)c1ccco1	i	i	i	i	i	i	-2	i	6	i	i
COc1ccc(C(=O)Nc2oc(-c3ccccc3)c(-c3ccccc3)c2C#N)cc1	i	i	i	i	i	i	11	i	10	i	i
COc1ccc(-c2cc(C(=O)NCc3cccs3)no2)cc1	i	i	i	i	i	i	1	i	0	i	i
CCCCN(C(=O)Cc1coc2cc(C)c(C)cc12)c1c(N)n(Cc2ccccc2)c(=O)[nH]c1=O	i	i	i	i	i	i	4	i	-2	i	i
O=C(CCNc1n[nH]c(=O)[nH]c1=O)N1CCCCC1	i	i	i	i	i	i	-4	i	8	i	i
O=C(O)C1Cc2ccccc2CN1S(=O)(=O)c1ccccc1 (stereo unspecified)	i	i	i	i	i	i	1	i	-15	i	i
Cc1ccc2c(c1)C1(C)C(C(C)(C)N2C=O)C1(Cl)Cl (stereo unspecified)	i	i	i	i	i	i	2	i	-7	13*	i
O=C(COc1ccc(Cl)cc1)NCc1nnc(SCC(=O)c2ccccc2)o1	i	i	i	i	i	i	12	i	-13	i	i
CNC(=O)c1sc(-c2cccs2)nc1C	i	i	i	i	i	i	-10	i	-7	i	i
O=C(c1cn(-c2ccccc2)nc1-c1cccnc1)N1CCCCC1	i	i	i	i	i	i	7	i	-3	i	i
COc1ccc(NC(=O)NCCC2=CCCCC2)cc1	i	i	i	i	i	i	-2	i	-2	i	i
CCN(CC)C(=O)CSc1nnc(-c2ccccn2)n1Cc1ccccc1	i	i	i	i	i	i	1	i	-9	i	i
Cc1cc(C)nc(NC(=O)CSc2nc3ccccc3o2)n1	i	i	i	i	i	i	4	i	6	i	i
O=C(NCC(=O)N(c1ccccc1F)C(C(=O)NC1CCCC1)c1cccnc1)c1ccco1 (stereo unspecified)	i	i	i	i	i	i	5	i	-2	i	i
CC(=O)c1c(C)[nH]c(C(=O)OCC(=O)Nc2cc(C(F)(F)F)ccc2N2CCOCC2)c1C	i	i	i	i	i	i	12	i	8	i	i
CCCCN(CCCNC(=O)c1ccc(CS(=O)(=O)c2c(Cl)cccc2Cl)o1)Cc1ccccc1	i	i	i	i	i	i	1	i	1	i	i
O=C(NNC(=O)c1ccccc1-n1cccc1)c1ccc(F)cc1	i	i	i	i	i	i	0	i	-9	i	i
NCc1ccc(S(N)(=O)=O)cc1	i	i	i	i	i	i	-3	i	-2	i	i
CCOc1ccc(C(=O)NCC(=O)NCC(c2ccccc2OC)N2CCCC2)cc1 (stereo unspecified)	i	i	i	i	i	i	-9	i	1	i	i
CCCCCCCC(=O)OCC(O)CO (stereo unspecified)	i	i	i	i	i	i	-4	i	1	i	i
O=C1CCc2cc(S(=O)(=O)N3CCN(c4ccccc4F)CC3)ccc2N1	i	i	i	i	-5*	i	0	i	-15	i	i
COc1ccc(C(=O)NC(=S)N2CCC(C)CC2)cc1Br	i	i	i	i	i	i	3	i	24	i	i
CC(=O)c1ccc(NC(=O)Nc2cccc3ccccc23)cc1	i	i	i	i	i	i	-1	i	nt	i	i
O=Cc1cc(N=Nc2cccc(C(=O)O)c2)ccc1O	i	i	i	i	i	i	10	i	0	i	i
CC(NC(=O)CSc1nc2ccccc2c(=O)n1CCCO)c1ccccc1 (stereo unspecified)	i	i	i	i	i	i	-3	i	10	i	i
O=[N+]([O-])c1ccc(NC(=S)N/C(=N/CS(=O)(=O)c2ccccc2)c2ccccc2)cc1	i	i	i	i	i	i	-6	i	0	i	i
Cc1nn(C)c(C)c1CN(C)C(=O)c1cc2nc(-c3ccco3)cc(C(F)(F)F)n2n1	i	i	i	i	i	i	-7	i	-3	i	i
COc1ccc(CNCC(O)COc2ccc(C)cc2[N+](=O)[O-])cc1 (stereo unspecified)	i	i	i	i	i	i	7	i	-3	i	i
CN(C)c1nc(NCc2ccccc2)nc(SCC(=O)Nc2ccc(Cl)c(Cl)c2)n1	i	i	i	i	i	i	13	i	28	i	i
COc1cc(/C=C/C(=O)OCC(=O)Nc2sc3c(c2C#N)CCC(C)C3)ccc1OCC#N (stereo unspecified)	i	i	i	i	i	i	3	i	3	i	i
COC(=O)C(CSCc1ccccc1)NC(=O)CSc1nc(N)cc(=O)[nH]1 (stereo unspecified)	i	i	i	i	i	i	0	i	4	i	i
Cc1nnc(SCCN2C(=O)c3ccccc3C2=O)nc1C	i	i	i	i	i	i	8	i	-1	i	i
Cc1ccc(NC(=O)CSc2ccc(-c3cccnc3)nn2)c(C)c1	i	i	i	i	i	i	4	i	-3	i	i
CC(=O)N1N=C(c2ccco2)CC1c1ccc(Cl)o1 (stereo unspecified)	i	i	i	i	i	i	-1	i	1	i	i

Other entries follow:
SMILES	TMEM16A inh	ANO1 activ	MrgX1 agonist	TRPC6 act	MrgX1 antagonist	RGS4 inh	HDAC3 inh	TRPC6 inh	SKKanGAS inh	MrgX1 PAM	RGS4 act
CC12CCC(C(=O)N(CC3CO3)C1=O)C2(C)C (stereo unspecified)	i	i	i	i	i	i	-8	i	-3	i	i
CCOC(=O)c1[nH]c(C)c(C(=O)N2CCN(c3ccccc3OC)CC2)c1C	i	i	i	i	i	i	1	i	-1	i	i
O=C(CC1NCCN(Cc2ccccc2)C1=O)Nc1ccc(Cl)cc1 (stereo unspecified)	i	i	i	i	i	i	1	i	-1	i	i
C=CS(=O)(=O)c1ccc(Oc2ccc(S(=O)(=O)C=C)cc2)cc1	i	i	31*	i	i	21*	4	i	1	i	i
CSCCC(NC(=O)c1ccco1)C(=O)N1CC=C(c2ccccc2)CC1 (stereo unspecified)	i	i	i	i	i	i	6	i	1	i	i
CCOC(=O)c1c(C)c(C(=O)NCc2cccnc2)c(C)n1CC	i	i	i	i	i	i	-12	i	3	i	i
O=C(O)Cc1csc(-c2ccccc2)n1	i	i	i	i	i	i	0	i	-14	i	i
Nc1cc(=O)[nH]c(SCC(=O)Nc2nnc(-c3ccccc3)s2)n1	i	i	i	i	i	i	4	i	4	i	i
